# Screening results from PubChem.
# M1 ag parental: nonselective activator or artifact in parental CHO-K1 cells; Fluo-8 calcium fluorescence; scaled to maximal ATP response, vehicle zero; activation, % at 3 µM; actives 0.48% (n = 360,000); AID 602248; in the data active means activation above about 15%;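 further: untransfected CHO-K1 host cells lacking M1 receptor as counterscreen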
# CHO-K1 Ca antag: counter-screen for M1 antagonists: effect in parental CHO-K1 cells. ATP-induced calcium, Fluo-8 fluorescence. inhibition, % at 3 µM. actives 0.6% (n = 360,000);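 active means inhibition above a per-plate cutoff, the plate's mean sample inhibition plus 3 SD, cut at about 24% in these data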;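 further: 0% = DMSO plus EC80 ATP and 100% = DMSO alone without ATP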
# CHO parental Ca: counter-screen: ATP calcium response change in parental CHO cells | parental CHO-K1, ATP-induced calcium, Fluo-8 fluorescence | inhibition, % at 5.6 µM | actives 0.63% (n = 330,000);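 active means inhibition above that plate's mean sample inhibition plus 3 SD, cut at about 26% in these data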;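 further: 0% = ATP-challenged DMSO wells and 100% = DMSO wells without ATP; some compounds past the cut are filed as inactive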
#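 Test system: untransfected parental CHO cell line. Compound: one dose, 5.6 µM nominal. Detection: intracellular calcium via Fluo-8 no-wash fluorescent dye. Measure: % inhibition. Benchmarks: ATP-challenged DMSO wells low, unchallenged DMSO wells high.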
# OXTR potentiator: human OXTR potentiation; P30559; CHO-OTR cells, Fluo-8 calcium fluorescence, potentiator mode; 0% = oxytocin EC15, 100% = EC100; activation, % at 3 µM; actives 0.061% (n = 320,000);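 active means activation above that plate's cutoff, the mean activation of tested compounds plus 3 SD, cut at about 6.6% in these data, passing the limit was not always enough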;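 further: 100% uses oxytocin at 75 nM as the full agonist control; some results filed as inactive read as strong as hits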
# Target sequence (P30559 whole entry, looked up): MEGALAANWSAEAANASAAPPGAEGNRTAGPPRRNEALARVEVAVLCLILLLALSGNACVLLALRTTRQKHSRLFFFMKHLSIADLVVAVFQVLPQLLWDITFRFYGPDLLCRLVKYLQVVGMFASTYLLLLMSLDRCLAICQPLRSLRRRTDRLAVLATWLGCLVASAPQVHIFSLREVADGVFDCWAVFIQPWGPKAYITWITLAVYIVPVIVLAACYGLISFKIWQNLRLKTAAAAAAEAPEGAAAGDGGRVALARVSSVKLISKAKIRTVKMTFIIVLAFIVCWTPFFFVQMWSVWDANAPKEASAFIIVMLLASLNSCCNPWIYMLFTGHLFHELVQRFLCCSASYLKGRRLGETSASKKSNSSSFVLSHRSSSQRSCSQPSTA
#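 Measured by – Fluo-8 calcium dye fluorescence · Test system – human OTR in CHO cells · Dosing – one concentration, 3.0 µM compound · Controls – EC15 oxytocin alone as 0%, 75 nM oxytocin as 100% · Evaluation – normalized max/min fluorescence ratio, % activation · Timing – 6 min pre-incubation, 100 s read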
# CHO-K1 Ca PAM: counter-screen for M1 PAMs: effect in parental CHO-K1 cells; actives 0.02% (n = 360,000); ATP EC20, Fluo-8 calcium fluorescence; 0% at ATP EC20, 100% at ATP max; activation, % at 3 µM; AID 602247;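 active means activation above the run cutoff, the mean activation of all test compounds plus 3 SD, cut at about 40% in these data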;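 further: peak over basal fluorescence ratio in a 140 s read after ATP addition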
# OXTR agonist: activates the human oxytocin receptor; P30559; CHO-OTR cells, Fluo-8 calcium fluorescence; normalized: DMSO 0%, oxytocin 100%; activation, % at 3 µM; actives 0.32% (n = 320,000); AID 2435;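 active means activation above the mean of all tested compounds plus 3 SD, cutoff set per screening run, cut at about 20% in these data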;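 further: peak over basal fluorescence ratio from a 100 s FLIPR kinetic read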
# V1R ag counter: V1a receptor agonism, counter-screen for OXTR agonists. P37288. CHO-V1R cells, Fluo-8 calcium fluorescence, agonist mode; 0% DMSO, 100% 3 nM vasopressin. activation, % at 3 µM. actives 0.25% (n = 320,000);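 active means activation above the mean activation of all tested compounds plus 3 SD, per screening run, cut at about 20% in these data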;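 further: signal is peak over basal fluorescence ratio across a 100 second FLIPR read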
# TAAR1 antagonist: human TAAR1 antagonism; Q96RJ0; CHO RD-HGA16 TAAR1, Fluo-8 calcium fluorescence, antagonist; inhibition, % at 3 µM; actives 1.5% (n = 360,000);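 active means inhibition above a per-plate cutoff, the mean inhibition of test compounds on that plate plus 3 SD, cut at about 49% in these data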;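 further: 0% = DMSO plus EC80 beta-PEA response and 100% = DMSO alone without agonist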
# Target sequence (Q96RJ0 whole entry, looked up): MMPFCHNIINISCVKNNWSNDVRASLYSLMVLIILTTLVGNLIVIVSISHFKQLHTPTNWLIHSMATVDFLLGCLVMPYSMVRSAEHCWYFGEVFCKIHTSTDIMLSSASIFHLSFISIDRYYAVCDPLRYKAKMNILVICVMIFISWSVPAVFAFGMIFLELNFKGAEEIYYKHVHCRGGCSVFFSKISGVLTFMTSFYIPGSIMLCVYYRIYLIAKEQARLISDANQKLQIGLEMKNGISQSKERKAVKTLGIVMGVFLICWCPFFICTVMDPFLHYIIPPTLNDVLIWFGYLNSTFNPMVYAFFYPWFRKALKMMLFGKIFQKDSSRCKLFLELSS
#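 System: RD-HGA16 CHO cells with stable hTAAR1 and Gα16 | Probe or stimulus: EC80 β-phenethylamine stimulus | Dosing: 3 µM, single point | Times: Dye loading 75 min at 37 °C, then 30 min room temperature | Measured by: Fluo-8 calcium-sensitive fluorescence | Read-out basis: % inhibition of agonist calcium response | Replicates: n of 1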
# GPR7 antag: blocks human GPR7 receptor signaling | inhibition, % at 4.4 µM | GPR7-expressing cells, fluorescence antagonist assay | actives 1.1% (n = 290,000) | AID 1861; in the data active means inhibition above about 16%, passing the limit was not always enough;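 further: cells stimulated with the agonist NPW; 0% = agonist with vehicle and 100% = vehicle without agonist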
# Target sequence (P48145 whole entry, looked up): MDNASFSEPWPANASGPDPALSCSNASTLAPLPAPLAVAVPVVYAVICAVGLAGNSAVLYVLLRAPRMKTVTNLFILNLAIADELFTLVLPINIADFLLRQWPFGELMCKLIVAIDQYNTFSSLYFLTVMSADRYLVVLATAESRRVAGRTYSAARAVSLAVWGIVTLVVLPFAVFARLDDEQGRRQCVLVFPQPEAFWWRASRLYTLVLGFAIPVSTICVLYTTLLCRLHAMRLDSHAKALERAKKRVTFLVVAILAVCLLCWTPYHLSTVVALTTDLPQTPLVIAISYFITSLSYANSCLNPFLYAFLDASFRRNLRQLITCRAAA
# Starred values were filed as active, the others as inactive; . = not tested or not shown.
molecule	M1 ag parental	CHO-K1 Ca antag	CHO parental Ca	OXTR potentiator	CHO-K1 Ca PAM	OXTR agonist	V1R ag counter	TAAR1 antagonist	GPR7 antag
O=C1C(=O)N(CCN2CCOCC2)C(c2ccc([N+](=O)[O-])cc2)/C1=C(/O)c1ccc2c(c1)OCO2 (stereo unspecified)	0.0	5	15	-9	-5	0.5	0.8	-11	7
COc1ccc(S(=O)(=O)Nc2ccc3c(c2)C(=O)N([C@H](C)CO)C[C@H](C)[C@@H](CN(C)S(=O)(=O)c2cn(C)cn2)OCCCC[C@H](C)O3)cc1	0.2	-8	.	.	9	.	.	-2	.
Cc1noc(C)c1S(=O)(=O)N1CCC(C(=O)O)CC1	0.8	-22	4	-3	24	0.1	0.3	5	.
Cc1sc2nc(C3CC3)nc(SCC(=O)N3CC(=O)Nc4ccccc43)c2c1C	0.3	-16	-13	-4	14	0.0	-0.2	10	7
Cc1oc(-c2ccccc2)cc1C(N)=O	0.4	-6	-5	-8	7	-0.1	0.1	-2	1
O=C(Nc1ccc(N2CCN(C(=O)c3ccco3)CC2)cc1)c1cccnc1Cl	0.3	8	-14	1	-2	-0.2	-0.5	8	1
COc1ccc(OC)c(-n2c(SCC(=O)NCC3CCCO3)nc3ccccc3c2=O)c1 (stereo unspecified)	0.1	1	-14	-6	8	-0.8	-0.3	8	.
C/C(CC(=O)N1CCN(C=O)CC1)=N\NC(=O)c1ccc([N+](=O)[O-])cc1	-0.2	7	-7	-2	-1	-0.1	0.4	5	2
CCOc1ncccc1C(=O)N1CCN(S(=O)(=O)c2ccccc2)CC1	0.3	-8	-5	-8	4	-0.3	-0.8	-17	0
Cc1ccccc1C(=O)N1CCN(c2nc(N3CCOCC3)nc(N3CCOCC3)n2)CC1	0.0	-7	1	-1	13	0.0	0.3	-5	-14
Cc1nc(N2CCC(C)CC2)c2c(C)c(C(=O)Nc3ccc4c(c3)OCCO4)sc2n1	0.8	-15	-26	-4	10	-0.8	-1.0	18	-17
Nc1nc2c(s1)CCc1ccccc1-2	-0.9	12	3	-2	-12	0.2	1.1	11	0
O=C(N/N=C/c1coc2ccccc2c1=O)c1ccncc1	0.8	-4	.	.	10	.	.	-32	-6
CC(NS(=O)(=O)c1ccc2ccccc2c1)c1ccccn1 (stereo unspecified)	0.6	-22	-13	-3	22	0.2	0.1	-1	.
Cc1ccc(N(CC(=O)NCCSCc2ccco2)S(C)(=O)=O)cc1	0.6	-18	-9	0	10	-0.7	-0.1	-1	0
COc1ccc([N+](=O)[O-])cc1-c1[nH]c(-c2ccc(C(=O)O)cc2)nc1-c1ccccc1	0.5	-5	-13	7	16	-0.1	-0.4	9	-22
COC(=O)Cc1c(CSc2ccccc2)oc2ccc(O)c(CN(C)C)c12	0.0	-3	-8	-8	-2	-1.3	1.4	-3	-5
Cc1cccc(C)c1NC(=S)N1CCCN(C)CC1	0.4	-9	11	-6	13	0.8	0.3	-33	-12
Cc1cccc(-c2cccc(NC(=O)C3CCCN(C(=O)c4csc(C)n4)C3)c2)c1 (stereo unspecified)	5.6	-14	-25	-23	16	-1.0	3.5	27	13
Oc1ccc(Nc2ccnc3cc(Cl)ccc23)cc1	0.7	-8	3	-8	0	-0.3	0.6	-11	-3
Cc1cc(C)cc(NC(=O)Cn2ncn3c(cc4ccccc43)c2=O)c1	0.6	1	18	2	-11	0.5	-0.5	12	7
COC(=O)C1=C(C(=O)OC)[C@@H]2N(Cc3ccccc3)c3ccccc3[C@@]23C[C@@H](C(=O)OC)N=C3N1	-0.1	-10	-26	5	3	-0.8	0.4	-3	.
COc1ccc(NS(=O)(=O)c2cccc(C(=O)NN=Cc3ccc(OC)c(O)c3)c2)cc1	0.4	-8	-11	-2	-1	0.3	0.1	3	.
CCn1c(-c2ccc(C(C)(C)C)cc2)n[nH]c1=S	5.5	9	11	-12	-7	3.7	7.6	32	-8
COc1cccc(NC(=S)NC(=O)/C=C/c2ccco2)c1	-0.7	-13	-13	-5	18	-1.7	-0.9	-16	-14
NNC(=O)CN(CCc1ccccc1)S(=O)(=O)c1ccc(Cl)cc1	-0.1	10	-16	-9	-13	-0.2	5.0	-12	-19
CSc1ncnc2c1ncn2CCCN[C@H](C)c1cccc2ccccc12	0.0	-10	.	.	17	.	.	-8	.
CCSc1nnc(NC(=O)CSc2nccn2-c2cccc(C)c2)s1	2.6	-17	-25	-10	24	-0.9	0.8	-6	8
c1ccc(-c2c[nH]c3[n+]2CCCCC3)cc1	0.6	-6	-6	-4	14	1.6	1.7	3	-3
COc1ccc(NC(=O)CCC(=O)N(Cc2ccc(OC)c(OC)c2)c2nccs2)cc1	.	.	-15	-1	.	-2.7	-0.7	-17	4

# Arranged by SMILES length (high to low): some entries from above.
molecule	M1 ag parental	CHO-K1 Ca antag	CHO parental Ca	OXTR potentiator	CHO-K1 Ca PAM	OXTR agonist	V1R ag counter	TAAR1 antagonist	GPR7 antag
O=C1C(=O)N(CCN2CCOCC2)C(c2ccc([N+](=O)[O-])cc2)/C1=C(/O)c1ccc2c(c1)OCO2 (stereo unspecified)	0.0	5	15	-9	-5	0.5	0.8	-11	7
O=C(Nc1ccc(N2CCN(C(=O)c3ccco3)CC2)cc1)c1cccnc1Cl	0.3	8	-14	1	-2	-0.2	-0.5	8	1
Cc1cc(C)cc(NC(=O)Cn2ncn3c(cc4ccccc43)c2=O)c1	0.6	1	18	2	-11	0.5	-0.5	12	7
CCOc1ncccc1C(=O)N1CCN(S(=O)(=O)c2ccccc2)CC1	0.3	-8	-5	-8	4	-0.3	-0.8	-17	0
COc1cccc(NC(=S)NC(=O)/C=C/c2ccco2)c1	-0.7	-13	-13	-5	18	-1.7	-0.9	-16	-14
CCn1c(-c2ccc(C(C)(C)C)cc2)n[nH]c1=S	5.5	9	11	-12	-7	3.7	7.6	32	-8
Oc1ccc(Nc2ccnc3cc(Cl)ccc23)cc1	0.7	-8	3	-8	0	-0.3	0.6	-11	-3
Cc1oc(-c2ccccc2)cc1C(N)=O	0.4	-6	-5	-8	7	-0.1	0.1	-2	1
Nc1nc2c(s1)CCc1ccccc1-2	-0.9	12	3	-2	-12	0.2	1.1	11	0

# Two of the compounds above, field by field:
> C/C(CC(=O)N1CCN(C=O)CC1)=N\NC(=O)c1ccc([N+](=O)[O-])cc1
  M1 ag parental = -0.2
  CHO-K1 Ca antag = 7
  CHO parental Ca = -7
  OXTR potentiator = -2
  CHO-K1 Ca PAM = -1
  OXTR agonist = -0.1
  V1R ag counter = 0.4
  TAAR1 antagonist = 5
  GPR7 antag = 2
> CCn1c(-c2ccc(C(C)(C)C)cc2)n[nH]c1=S
  M1 ag parental = 5.5
  CHO-K1 Ca antag = 9
  CHO parental Ca = 11
  OXTR potentiator = -12
  CHO-K1 Ca PAM = -7
  OXTR agonist = 3.7
  V1R ag counter = 7.6
  TAAR1 antagonist = 32
  GPR7 antag = -8

# The results go on.
molecule	M1 ag parental	CHO-K1 Ca antag	CHO parental Ca	OXTR potentiator	CHO-K1 Ca PAM	OXTR agonist	V1R ag counter	TAAR1 antagonist	GPR7 antag
O=C(C1CCN(c2nnc(-n3cccc3)s2)CC1)N1CCN(Cc2ccc3c(c2)OCO3)CC1	2.7	-2	-23	-4	17	8.8	7.8	-7	-7
O=C(CCNS(=O)(=O)c1cccc2nonc12)NC1CCCCCC1	0.3	-11	-20	-11	15	-0.6	1.9	-2	1
C=CCOc1c(CCC)cc(CCC)cc1C(N)=O	-1.2	-1	94*	-3	1	-2.7	0.4	-35	-23
COc1ccccc1NC(=O)N(C)C[C@H]1OCc2cn(nn2)CCCC(=O)N([C@@H](C)CO)C[C@@H]1C	0.4	-12	.	.	3	.	.	7	.
COc1ccc(Br)cc1/C=N/Nc1cccc(C(=O)O)c1	0.6	-5	-2	-8	23	-0.1	0.4	-7	-3
CCc1ccc(NC(=O)CSc2nc3n[nH]c(C)c3c(=N)n2-c2cccc(OC)c2)cc1	0.4	-15	-26	-6	27	-1.9	-0.8	-4	-8
CC1=C(C(=O)N(C(C)C)C(C)C)CC(CC(=O)NCCCCc2ccccc2)C(=O)N1Cc1ccc(C(C)(C)C)cc1 (stereo unspecified)	0.0	16	.	.	0	.	.	-26	.
O=C(CCS(=O)(=O)c1ccc(F)cc1)Nc1nc(-c2ccccn2)cs1	2.2	12	-13	-24	-24	3.0	4.0	-30	-10
Cc1ccc(N2CC(C(=O)Nc3ccccc3C(=O)NC3CCCCC3)CC2=O)cc1C (stereo unspecified)	0.1	1	-22	-5	8	-1.0	-0.6	-5	5
Cc1nn(C(=O)CCCC(=O)NCc2ccccc2)c2ccccc12	0.5	-2	-17	2	8	-1.7	0.2	-27	3
CC(C)C[C@H](NC(=O)C1CC(=O)N(c2ccc3c(c2)OCO3)C1)C(=O)NC1CCCC1 (stereo partly specified)	0.9	-8	-8	-4	-7	-1.0	1.4	-22	-18
COc1cc(CN2CCNC(=O)C2CC(=O)N(C)Cc2cccnc2)cc(OC)c1 (stereo unspecified)	0.3	-11	-20	0	7	0.5	1.1	2	-1
CCn1c(NCc2cccs2)nc2ccccc21	-0.2	-12	4	-2	1	0.3	-1.8	-5	-14
Cc1nc(C(C)NC(=O)CCc2nnc(CCCc3ccccc3)o2)c(C)s1 (stereo unspecified)	0.3	-6	-21	-4	23	-0.6	-0.6	-5	-1
O=C(NCCCN1CCN(Cc2ccccc2Cl)CC1)Nc1ccccc1	1.6	-16	-20	-14	27	0.3	0.8	-6	-7
Cc1ccccc1Nc1nn2c(=O)c3ccc(C(=O)N4CCCC(C)C4)cc3nc2s1 (stereo unspecified)	-0.1	5	.	.	21	.	.	-11	.
NC(N)=NC1=NC(=O)C(Cc2ccccc2)S1 (stereo unspecified)	0.2	-7	-2	-6	-9	5.9	1.2	-16	-4
COc1ccc(N2CCN(c3nc(Nc4ccc(C)c(F)c4)nc(N4CCCC4)n3)CC2)cc1	0.0	-6	-4	-3	8	2.4	0.9	-19	3
NC(=O)c1ccsc1NC(=O)CSc1nnc(NC2CC2)s1	0.2	-13	-13	1	-9	0.8	1.5	1	.
O=C(NCC(O)c1ccccc1)c1ccc(Cl)c(S(=O)(=O)N2CCCCC2)c1 (stereo unspecified)	13	2	-8	-8	-7	10	7.6	19	19
CC(C)(C)OC(=O)NCCCC1=CC2=CC(=O)C(C)(OC(=O)C3CCCC3)C(=O)C2=CO1 (stereo unspecified)	.	.	-16	0	.	1.4	2.5	.	.
COc1cccc(NC(=O)CN2C(=O)COc3ccc(C)cc32)c1	6.2	1	-12	-11	19	1.2	3.7	1	2
C/C(CC(C)(C)C1CCCCC1)=N\NC(N)=S	2.4	-11	9	-8	5	-1.4	-0.7	7	37*
O=C(CCNc1cc(Cl)cc(Cl)c1)c1ccco1	-0.2	0	-3	-6	1	-1.7	-0.8	12	-6
COC(=O)c1c(NC(=O)c2ccc(C)c(S(=O)(=O)Nc3ccccc3C)c2)sc2c1CCCC2	0.1	-4	-3	-8	6	0.1	1.0	-22	16
